# High-throughput results from PubChem.
# NPYLR7 agonist: agonists of mosquito NPYLR7 receptor, primary screen, cell-based, Aedes aegypti, calcium fluorescence, mosquito biting behavior; Aedes aegypti neuropeptide Y-like receptor 7 (NPYLR7); HEK293T NPYLR7/Galpha15, GCaMP6s calcium fluorescence; activation, % at 10 µM; 270,000 compounds, 0.15% hits; AID 1259423, 2018; in the data active = activation above about 40%;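 also: 0% = vehicle and 100% = reference agonist at the receptor; some compounds past the cut are filed as inactive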
# hcGAS inh: Primary biochemical luminescence assay for human cyclic GMP-AMP synthase inhibitors. Q8N884. recombinant h-cGAS, ATP depletion, Kinase-Glo luminescence. inhibition, % at 12.5 µM. 290,000 compounds, 0.081% hits. AID 1259398, 2018;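 also: 0% = vehicle reaction and 100% = reaction without DNA for no activity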
# Target sequence (Q8N884 whole entry, looked up): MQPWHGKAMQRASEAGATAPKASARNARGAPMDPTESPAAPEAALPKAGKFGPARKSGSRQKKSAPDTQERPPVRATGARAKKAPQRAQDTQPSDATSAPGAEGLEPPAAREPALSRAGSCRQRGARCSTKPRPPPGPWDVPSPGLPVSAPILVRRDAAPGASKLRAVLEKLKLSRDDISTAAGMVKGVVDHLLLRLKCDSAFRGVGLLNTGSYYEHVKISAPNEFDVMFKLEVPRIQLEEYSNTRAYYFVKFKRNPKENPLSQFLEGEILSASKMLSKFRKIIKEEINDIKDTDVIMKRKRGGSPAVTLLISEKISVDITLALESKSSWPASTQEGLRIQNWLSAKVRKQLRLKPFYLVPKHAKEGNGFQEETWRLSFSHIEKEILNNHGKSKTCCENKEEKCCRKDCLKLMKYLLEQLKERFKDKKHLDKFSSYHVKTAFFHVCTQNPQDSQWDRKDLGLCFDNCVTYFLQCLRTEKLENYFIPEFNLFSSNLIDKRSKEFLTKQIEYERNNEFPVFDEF
# mcGAS lum: cyclic GMP-AMP synthase inhibitors, mouse, primary biochemical chemiluminescence. Q8C6L5. recombinant cGAS, Kinase-Glo ATP depletion luminescence. inhibition, % at 12.5 µM. 160,000 compounds, 0.15% hits. AID 1259399, 2018;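 also: 0% = negative control wells and 100% = reference inhibitor with no enzyme activity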
# Active calls of the source: *; . = not tested or not shown; & = joins results of further samples. Rule as the data show it, unless noted: active = inhibition above about 40%; inactive = the rest.
1: COc1ccc(S(=O)(=O)NC(C)C2c3cc(OC)c(OC)cc3CCN2Cc2ccc(F)cc2)cc1 (stereo not given)
2: COc1ccccc1-n1c(SCc2ccc(C(=O)N3CCCC3)cc2)nnc1-c1cccs1
3: Cc1cccc(NC(=O)COc2coc(CN3CCc4ccccc4C3)cc2=O)c1
4: CCOC(=O)CCCNC(=O)N1CCN(c2ncccc2C(=O)NCC2CCCO2)CC1 (stereo not given)
5: COc1ccc(C(C)NC(=O)Cc2nn(C)c(=O)c3ccccc23)cc1F (stereo not given)

compound no. | 1 | 2 | 3 | 4 | 5
NPYLR7 agonist | 13 | -6 | 4 | 16 | 3
hcGAS inh | -3 | 1 | -2 | -2 | -6
mcGAS lum | -6 | -7 | -5 | -5 | .

6: COC(=O)c1sc(NC(=O)COC(=O)C2CC2C)c(C(=O)OC)c1C (stereo not given)
7: Cc1cc(=O)n2c3ccccc3n(CC(O)CN3CCOCC3)c2c1C#N (stereo not given)
8: Cn1c(Nn2cccc2)c(C#N)c(=O)n(C)c1=O
9: COc1ccc(CNC(=O)c2cn(Cc3ccc(C(=O)N(C)C)cc3)c(=O)s2)cc1OC
10: O=C(Nc1cccc(C(F)(F)F)c1)c1cc2ccc(O)cc2oc1=O

compound no. | 6 | 7 | 8 | 9 | 10
NPYLR7 agonist | 0 | 1 | -1 | 12 | -4
hcGAS inh | -5 | -11 | 5 | -3 | -6
mcGAS lum | -1 | -1 | . | . | -5

11: COCCn1ncc(N2CCCC(CC(=O)NC3CC3)C2)cc1=O (stereo not given)
12: Cc1cccc(C2CCCN2Cc2csc(-c3cnn(C)c3)n2)c1 (stereo not given)
13: Cc1ccc(-n2nc(-c3ccco3)cc2C(=O)O)cc1
14: COCC(=O)N1CCCN(C(=O)CSc2ccncc2)CC1
15: C=CCN(Cc1csc(COc2c(OC)cccc2OC)n1)C(=O)C(C)C

compound no. | 11 | 12 | 13 | 14 | 15
NPYLR7 agonist | . | -1 | 13 | -5 | 14
hcGAS inh | -11 | -8 | -3 | 0 | -5
mcGAS lum | -5 | . | . | . | -5

16: CS(=O)(=O)N1C[C@@H](CO)[C@@H]2Oc3ccc(Cl)cc3[C@@H]21
17: Cc1ccc(NC(=O)C2CC2)cc1NS(=O)(=O)c1ccc(Cl)s1
18: CC1CC(C)CN(Cc2nc3c(c(=O)n(C)c(=O)n3C)n2Cc2cccc3ccccc23)C1 (stereo not given)
19: CCCC(=O)N1CCCC1(C)C(=O)Nc1ccc2scnc2c1 (stereo not given)
20: O=S1(=O)Nc2ccc(O)cc2-c2cc(Cl)ccc21

compound no. | 16 | 17 | 18 | 19 | 20
NPYLR7 agonist | -3 | 1 | 17 | 0 | 0
hcGAS inh | 3 | -9 | -8 | -13 | -4
mcGAS lum | 1 | . | . | -6 | .

21: COCCS(=O)(=O)N1CCCC(c2nc(C)no2)C1 (stereo not given)
22: Cc1ccc(C(C(O)C(=O)c2c[nH]c3ccccc23)N2CCN(c3ccccn3)CC2)cc1 (stereo not given)
23: O[C@@H]1CN(CCc2ccccc2)CC[C@H]1N1CCN(c2ccccc2F)CC1
24: O=C(CC(c1ccccc1)c1ccco1)N1C[C@H]2C[C@H](O)[C@H](O)C[C@H]2C1 (stereo not given in full)
25: S=C(NN=C1CCCc2ccccc21)NC1CCCCC1

compound no. | 21 | 22 | 23 | 24 | 25
NPYLR7 agonist | 8 | 1 | 1 | 3 | 4
hcGAS inh | -8 | -2 | 2 | -3 | -8
mcGAS lum | -15 | . | . | -9 | .

26: COCCNC(=O)C1CCCN(C2CCN(c3noc(C(C)C)n3)CC2)C1 (stereo not given)
27: O=C(c1cc(F)ccc1C(F)(F)F)N1CCc2c([nH]c3ccccc23)C1c1ccccc1F (stereo not given)
28: O=C1Nc2ccccc2/C1=c1\sc2nc3ccccc3n2c1=O
29: O=S(=O)(CC1CCCO1)Nc1ccc(N2CCCC2)c(Cl)c1 (stereo not given)
30: Cc1ccc(CC(=O)NCCN2CCCCC2CO)cc1 (stereo not given)

compound no. | 26 | 27 | 28 | 29 | 30
NPYLR7 agonist | 25 | -10 | 4 | 12 | 7
hcGAS inh | -7 | -4 | -3 | -6 | -3
mcGAS lum | . | . | -3 | . | .

31: O=C(OCc1cc(=O)n2c(n1)sc1ccccc12)c1cc(=O)c2ccccc2o1
32: COc1ccc(CC(=O)Nc2ccc(-n3nc(OC(C)C)nc3-c3cccc(C(F)(F)F)c3)cc2)cc1
33: O=C(c1ccc(F)cc1)N1CCCC(OCCOc2ccccc2)C1 (stereo not given)
34: O=S(=O)(Oc1ccccc1CNCc1ccc(F)cc1)c1ccc(F)cc1
35: O=S(=O)(c1c(Cl)cccc1Cl)N1CCC(c2cn(Cc3cccc(F)c3)c3ccccc23)CC1

compound no. | 31 | 32 | 33 | 34 | 35
NPYLR7 agonist | -3 | 21 | -1 | 4 | 29
hcGAS inh | -5 | -5 | 0 | -3 | -3
mcGAS lum | . | -8 | . | -5 | -7

36: CS(=O)(=O)Oc1ccc(CNCc2ccccc2)cc1
37: COc1cn(CC(=O)Nc2ccc(C)cc2)c(CN2CCOCC2)cc1=O
38: O=C(Cc1cccc(OC(F)F)c1)NC1CCN(CC(F)F)CC1
39: CCOC(=O)C1CCCN(C(=O)c2ccc(CSc3nc(CC)cc(N4CCOCC4)n3)cc2)C1 (stereo not given)
40: Cn1c(=O)c2c(nc(N3CCc4ccccc4C3)n2CCSc2ncccn2)n(C)c1=O

compound no. | 36 | 37 | 38 | 39 | 40
NPYLR7 agonist | -14 | 1 | 8 | 3 | -2
hcGAS inh | -1 | -6 | -6 | -5 | -5
mcGAS lum | . | -8 | . | -8 | .

41: C=CCOC(CN1CCN(C(=O)CCC(=O)OCC)CC1)c1cccc(N2CCCC2)c1 (stereo not given)
42: COc1ccccc1N(CCCN1C(=O)c2cccc3cccc(c23)C1=O)C(=O)c1cccs1
43: CN(CCC#N)S(=O)(=O)c1cc2c3c(c1)CCN3C(=O)CC2
44: O=C(Nc1c(Cl)cccc1Cl)N1CCSC1c1cccc(Cl)c1Cl (stereo not given)
45: COc1cccc(C2C(=C(O)c3ccc(C)cc3)C(=O)C(=O)N2CCCN(C)C)c1 (stereo not given)

compound no. | 41 | 42 | 43 | 44 | 45
NPYLR7 agonist | . | -3 | 13 | -1 | -2
hcGAS inh | -2 | -4 | -8 | -2 | -5
mcGAS lum | 0 | -2 | . | -2 | -9

46: CCN1CCCC1CNC(=O)CCC1CCN(Cc2ccc3nsnc3c2)CC1 (stereo not given)
47: CN(CCCCCCCCC(=O)/C=N\O)Cc1ccccc1
48: CC(C)n1ccnc1SCn1nnc2ccccc2c1=O
49: CCOc1ccc(S(=O)(=O)N2CCC(C(=O)NC(C)c3ccccn3)CC2)cc1 (stereo not given)
50: CCSc1nc(CC(=O)NCc2nnc3n2CCC3)cs1

compound no. | 46 | 47 | 48 | 49 | 50
NPYLR7 agonist | 5 | -1 | 2 | 13 | 1
hcGAS inh | -7 | -6 | -5 | -4 | 0
mcGAS lum | . | -6 | . | -5 | 0

51: CCn1c(C2CCCN(Cc3cc4c(cc3C)OCCO4)C2)n[nH]c1=O (stereo not given)
52: CCn1c(C)c(C(=O)CN(Cc2ccco2)C(=O)c2cccc([N+](=O)[O-])c2)c(C)c1C(=O)OC
53: COc1ccc(NC(=O)CCC(=O)OC(C(=O)c2ccc(C)c(C)c2)c2ccccc2)cc1 (stereo not given)
54: O=C1CCNc2c(Br)cc(Br)cc21
55: Clc1ccc2nc(/C=C/c3ccccc3)c(NC3CCCCC3)n2c1

compound no. | 51 | 52 | 53 | 54 | 55
NPYLR7 agonist | -6 | -10 | 1 | -1 | 8
hcGAS inh | 0 | -2 | -6 | 3 | -4
mcGAS lum | . | -3 | . | 6 | -8

56: CCC(CC)NC(=O)CN(CC)Cc1cc(Br)ccc1O
57: CCN(CC)CCSc1nnc(N2CCN(c3ccc(OC)cc3)CC2)s1
58: O=C(NN=Cc1cccs1)C1=COCCO1
59: CCOC(=O)CCC(=O)Nc1cccc(C2SCC(=O)N2c2ccc(F)cc2)c1 (stereo not given)
60: O=C(O)C1CCN(C(=O)CSc2n[nH]c(=O)n2CC2CCCO2)CC1 (stereo not given)

compound no. | 56 | 57 | 58 | 59 | 60
NPYLR7 agonist | 2 | -4 | -18 | . | 0
hcGAS inh | -6 | -3 | -10 | -4 | -7
mcGAS lum | -16 | -8 | . | -5 | .

61: COc1cc(-c2ccnc(N3CCN(C(=O)C(OC(C)=O)c4ccccc4)CC3)n2)cc(OC)c1OC (stereo not given)
62: Cc1ccccc1CNC(=O)CC1C(=O)NCCN1CC1CCCCC1 (stereo not given)
63: CCc1nc2n(n1)C(=O)C(C(c1cccs1)N1CCN(C(=O)c3ccco3)CC1)S2 (stereo not given)
64: CCOc1ccc(-c2ccc(=O)n(CCNC(=O)c3ccc(C(F)(F)F)cc3)n2)cc1
65: O=C1CCCCCN1CC(=O)N1CCCC2(C1)C(=O)Nc1ccccc12 (stereo not given)

compound no. | 61 | 62 | 63 | 64 | 65
NPYLR7 agonist | 11 | 3&5 | -4 | 4 | -1
hcGAS inh | -9 | -2&-5 | -1 | -7 | -4
mcGAS lum | -9 | . | -5 | -7 | .

66: COc1ccc(Cl)cc1N1CC(C(=O)Nc2ccc(F)cc2C(F)(F)F)CC1=O (stereo not given)
67: O=C(NC(C1CC1)C1CC1)C1CC2C=CC1C2 (stereo not given)
68: CCN(Cc1ccc(OC)c(F)c1)C(=O)Nc1ccccc1F
69: Cc1cc(C)n(-c2ccc(C(=O)N(C)Cc3ccon3)cc2)n1
70: O=C(CNc1ccc(Cl)cc1)Nc1c(F)cccc1F

compound no. | 66 | 67 | 68 | 69 | 70
NPYLR7 agonist | 5 | 2 | 6 | 20 | -5
hcGAS inh | -8 | -7 | -9 | -7 | 1
mcGAS lum | . | -16 | -9 | . | .

71: CC(C)C[C@H](NC(=O)C1OC1C(=O)O)C(=O)NCCCCN=C(N)N (stereo not given in full)
72: Cc1cc(I)ccc1NC(=O)CN1CCN(Cc2ccco2)CC1
73: O=C1CCc2cc(Cl)c(S(=O)(=O)NC(c3ccc(F)cc3)C3CCCC3)cc2N1 (stereo not given)
74: CCCc1nc(N2CCCN(C(=O)Nc3ccc(OC)cc3OC)CC2)c2c(C)nn(-c3ccccc3)c2n1
75: Cn1nc(C2CCCCC2)cc1N

compound no. | 71 | 72 | 73 | 74 | 75
NPYLR7 agonist | 13 | 9 | 8 | . | -8
hcGAS inh | 1 | -2 | -11 | -4 | -2
mcGAS lum | -2 | . | . | -4 | .

76: O=C(O)C1CCCN(c2ccc(C(F)(F)F)cc2[N+](=O)[O-])C1 (stereo not given)
77: COc1cc(F)c(CN2CCC3(CCCO3)CCC2=O)cc1OC (stereo not given)
78: COc1ccc(N2CCN(c3nc(SC)ncc3CNCCc3cccc(OC)c3)CC2)cc1
79: CC(C)C(CNC(=O)c1cc(S(=O)(=O)NC2CC2)ccc1Br)Nc1ccccc1 (stereo not given)
80: CC(Oc1ccc2c(c1)OCO2)c1n[nH]c(C2CC2)n1 (stereo not given)

compound no. | 76 | 77 | 78 | 79 | 80
NPYLR7 agonist | 0 | 6 | 2 | -2 | -2
hcGAS inh | -5 | -2 | -3 | 3 | -2
mcGAS lum | -4 | . | -5 | . | .

81: FC(F)(F)c1cnc(NN=Cc2ccc3c(c2)OCCO3)c(Cl)c1
82: COc1cccc(C2CCN(C(=O)c3ccc(CSC)o3)C2)c1OC (stereo not given)
83: O=C(Nc1ccc(-n2nc(OCc3ccc(F)cc3)nc2-c2cccc(C(F)(F)F)c2)cc1)C1CCC1
84: Cc1ccccc1S(=O)(=O)N1CCCn2nc(C(=O)N3CCCC3)cc2C1
85: Cc1ccccc1-n1nc(C(C)(C)C)cc1NC(=O)CN(Cc1ccccc1)C(=O)CCc1ccccc1

compound no. | 81 | 82 | 83 | 84 | 85
NPYLR7 agonist | 4 | 17 | 11 | -3 | -4
hcGAS inh | -7 | -12 | -7 | -2 | -7
mcGAS lum | . | . | -4 | . | -5

86: COc1ccc(N2CN(C(=O)CN(C(=O)c3ccc(C)cc3)C3CC3)CC2=O)cc1
87: Cc1ccc(F)c(CN(CCC(N)=O)C(C)C)c1F
88: CCCc1cnc2c(c1SCC(=O)NC1CCCC1)c(=O)n(C)c(=O)n2C
89: O=C(NCc1cccc(F)c1)c1ccccc1N1CCC(NC(=S)Nc2ccc(F)cc2)CC1
90: CCCc1cc(C(=O)N2[C@@H]3CC[C@H]2CNC(=O)C3)cs1

compound no. | 86 | 87 | 88 | 89 | 90
NPYLR7 agonist | . | 11 | 5 | 2 | -7
hcGAS inh | -5 | -5 | -8 | -3 | -4
mcGAS lum | -5 | . | -9 | -2 | .

91: C#CCN(Cc1cccnc1)C(=O)NCC1(Sc2ccccc2)CCCC1
92: CSc1ccc([N+](=O)[O-])c(C(=O)Nc2nccs2)c1
93: Cn1ccnc1-c1ccc(N2CCc3c([nH]c4ccccc34)C2)nn1
94: CC(C)C(=O)N(Cc1ccccc1)CC1CC(c2ccccc2Cl)=NO1 (stereo not given)
95: CC(=O)Nc1cc(NC(C)=O)cc(C(=O)NC2(C)CCC(C)CC2)c1 (stereo not given)
96: CC(C)c1ccc(-n2c(Cc3csc4nc(-c5ccccc5)nn34)n[nH]c2=S)cc1

compound no. | 91 | 92 | 93 | 94 | 95 | 96
NPYLR7 agonist | -5 | 6 | 25 | 11 | -7 | -9
hcGAS inh | 1 | -4 | -5 | -1 | -3 | 0
mcGAS lum | . | . | . | -4 | . | 1
